Screening data: PubChem BioAssay, National Center for Advancing Translational Sciences (NCATS)
RXFP1 antagonist = RXFP1 (human) relaxin receptor antagonism. Q9HBX9. HEK293-RXFP1, relaxin-stimulated cAMP HTRF, 30 min; active compounds read low. activity change, negative = inhibition, % at 57.5 µM. 350,000 tested, 0.59% active;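 active means activity change of -60% or lower, but not beyond a set lower limit; inconclusive means change between -60% and -40%, or beyond the set limit; inactive means change above -40%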
Target sequence (Q9HBX9 whole entry, looked up): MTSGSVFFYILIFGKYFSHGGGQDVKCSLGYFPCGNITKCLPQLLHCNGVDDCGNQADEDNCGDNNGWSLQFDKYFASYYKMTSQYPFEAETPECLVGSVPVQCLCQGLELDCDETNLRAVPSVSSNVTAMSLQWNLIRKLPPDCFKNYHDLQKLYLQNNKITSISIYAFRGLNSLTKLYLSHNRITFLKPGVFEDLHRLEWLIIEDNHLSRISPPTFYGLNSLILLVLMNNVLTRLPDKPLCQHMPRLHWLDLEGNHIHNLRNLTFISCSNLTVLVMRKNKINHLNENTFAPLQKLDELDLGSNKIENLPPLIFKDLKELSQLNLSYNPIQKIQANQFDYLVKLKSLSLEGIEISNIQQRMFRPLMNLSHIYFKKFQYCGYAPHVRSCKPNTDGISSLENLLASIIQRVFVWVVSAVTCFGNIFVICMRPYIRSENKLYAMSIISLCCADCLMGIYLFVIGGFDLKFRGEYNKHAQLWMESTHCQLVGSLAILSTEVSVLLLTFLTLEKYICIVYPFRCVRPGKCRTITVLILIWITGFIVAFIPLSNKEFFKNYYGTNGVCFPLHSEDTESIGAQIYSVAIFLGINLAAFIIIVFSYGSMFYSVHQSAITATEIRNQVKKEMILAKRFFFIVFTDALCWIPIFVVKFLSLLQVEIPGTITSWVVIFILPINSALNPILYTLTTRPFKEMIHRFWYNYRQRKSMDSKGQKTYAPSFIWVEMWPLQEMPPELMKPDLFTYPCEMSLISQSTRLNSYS
POLH inh = blocks human DNA polymerase eta activity. 390,000 tested, 1.2% active. recombinant Pol eta, fluorescent DNA replication assay. Potency, µM (series often up to 114 µM), inactives show at the highest dose activity change, negative = inhibition, hits mostly inhibitors; further: potency means the concentration at half of the fitted maximal effect
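Pol eta at 10 nM preincubated with compounds 15 min at room temperature; reaction started with fluorescent substrate (50 nM final) and read kinetically at 0 and 10 min.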
PGK inhibitor = T. brucei PGK inhibition; P07378; Potency, µM (series often up to 57.5 µM), for the others: at the top dose activity change, negative = inhibition, hits mostly inhibitors; PGK/GAPDH coupled, Kinase-Glo luminescence, 60 min; 380,000 tested, 0.043% active; further: potency means the concentration at half of the fitted maximal effect; nearly all actives have a fitted effect of over 60% in size
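Recombinant glycosomal PGK reaction used 1,3-bisphosphoglycerate generated in-well by GAPDH (100nM final) in 100mM TEA pH 7.6, 5mM MgCl2, 0.01% Tween-20. After 60 minutes at room temperature, ATP was read by Kinase-Glo Plus luminescence end-point.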
* = called active by the depositor; i = inactive; ? = inconclusive. Unless noted, the call rests on the fitted dose curve; in most records, active means well fitted curve in the direction sought with a large enough effect; inconclusive means small, poorly fitted or top-dose-only effect, or another doubt; inactive means no such curve, though single readings can be large; an effect the other way counts as inactive or inconclusive. On the % scale 0 is the no-effect control and ±100 the full control effect. This is a subset. The share of hits here may be higher or lower than overall.

| SMILES | RXFP1 antagonist | POLH inh | PGK inhibitor |
| --- | --- | --- | --- |
| O=C(COC(=O)c1ccco1)Nc1cccc(S(=O)(=O)N2CCOCC2)c1 | 10 | -17% | -8% |
| O=C(O)C(=Cc1cccc([N+](=O)[O-])c1)c1ccccc1 | 2 | -14% | -6% |
| Cc1nccn1CC(=O)c1ccccc1 | 12 | -6% | 0% |
| CCN1C(=O)[C@H]2[C@@H](c3ccccc3)N[C@]3(CCCN(Cc4ccc(C)cc4)C3=O)[C@H]2C1=O | -2 | -17% | -4% |
| Cc1ccc(NS(=O)(=O)c2ccc(C)c(NC(=O)c3ccc(S(=O)(=O)N4CCCCCC4)cc3)c2)c(C)c1 | 3 | -26% | 7% |
| Cc1ccc(S(=O)(=O)NCc2nnnn2-c2ccc(F)cc2)cc1 | 0 | -11% | i |
| C[C@H]1CN([C@@H](C)CO)S(=O)(=O)c2ccc(Br)cc2O[C@H]1CN(C)Cc1ccc(F)cc1 | -9 | -13% | -2% |
| CC(=O)Nc1ccc(SCC(=O)NC(=O)c2ccc(Cl)cc2)cc1 | 0 | 3% | -9% |
| C[C@H]1CN([C@@H](C)CO)S(=O)(=O)c2ccc(C#CC3CC3)cc2O[C@H]1CN(C)C(=O)c1cccnc1 | -3 | -7% | -4% |
| COc1cc(NC(=O)CNC(=O)Cn2cnc3sc(C)c(C)c3c2=O)cc(OC)c1OC | -3 | -3% | -2% |
| CN(CC(=O)Nc1ccc(F)c(F)c1F)C(=O)C1CCCN1C(=O)c1cccs1 (centres undefined) | 2 | -4% | -1% |
| Nc1ccn([C@@H]2O[C@H](CNCc3cc(Cl)ccc3OCc3ccc(Cl)cc3)[C@@H](O)[C@H]2O)c(=O)n1 | 10 | -4% | -1% |
| O=C(OCc1cn([C@H]2CN(Cc3cccs3)[C@@H](c3ccc(Cl)cc3)C[C@@H]2O)nn1)c1ccccc1 | 4 | -11% | -2% |
| Cc1ccccc1-c1n[nH]nc1C1=CC(=O)CC(C)(C)C1 | 12 | -6% | 1% |
| CCN1C(=O)[C@H]2[C@@H](c3ccc(C)cc3)N[C@]3(CCCN(Cc4ccco4)C3=O)[C@H]2C1=O | 14 | 6% | 0% |

Other records
| SMILES | RXFP1 antagonist | POLH inh | PGK inhibitor |
| --- | --- | --- | --- |
| COc1ccccc1N1CCN(CC(=O)NC(=O)NCc2ccccc2)CC1 | 5 | -17% | i |
| O=C(COC(=O)c1ccccc1)NCCCCc1ccccc1 | 3 | -2% | i |
| COc1ccccc1N1CC(C(=O)OCC(=O)c2c(N)n(C)c(=O)n(C)c2=O)CC1=O (centres undefined) | 2 | -10% | 0% |
| CCOC(=O)c1c(C)[nH]c(C(=O)OCc2nc3ccsc3c(=O)[nH]2)c1C | -7 | -9% | i |
| C[C@H]1CN([C@@H](C)CO)S(=O)(=O)c2ccc(Br)cc2O[C@@H]1CN(C)S(=O)(=O)c1ccccc1 | 7 | -21% | i |
| COc1ccc([C@H]2CN(c3ccc(OC)cc3)C(=O)[C@@H]2CC(=O)Nc2ccccc2)cc1 | -2 | -21% | 0% |
| O=C(NCCS(=O)(=O)N1CCN(c2ccccc2)CC1)C12CC3CC(CC(C3)C1)C2 | -4 | -9% | 0% |
| CCN(CC)C(=O)C1=C(C)N(Cc2ccc(F)cc2)C(=O)C(CC(=O)NCC2CCCCC2)C1 (centres undefined) | 2 | -10% | -4% |
| CC1CCC2(CC1)NC(=O)N(CC(=O)Nc1cccc(S(=O)(=O)N(C)c3ccccc3)c1)C2=O (centres undefined) | -2 | -10% | -1% |
| Clc1ccccc1NN(Cc1ccccn1)c1ccccc1Cl | -31 | -18% | i |
| NNC(=O)Cc1cccc2ccc(Cl)cc12 | 1 | 2% | -10% |
| CCCCCC(=O)N1C[C@@H](n2cc(C3CC3)nn2)[C@H](O)C[C@@H]1c1ccccc1 | -5 | -6% | 1% |
| Cc1nc(NC(=O)c2ccccc2)sc1-c1cc(C(=O)N2CCOCC2)nn1Cc1ccccc1 | 12 | -5% | -16% |
| C[C@H]1CN([C@@H](C)CO)S(=O)(=O)c2ccc(Br)cc2O[C@H]1CN(C)Cc1ccccc1F | 10 | 2% | i |
| O=C1CNC(c2ccccc2)C(c2ccccc2)N1 (centres undefined) | 3 | 6% | -9% |

Next section:
| SMILES | RXFP1 antagonist | POLH inh | PGK inhibitor |
| --- | --- | --- | --- |
| C[C@H]1CN([C@@H](C)CO)C(=O)CCCn2cc(nn2)CO[C@@H]1CN(C)C(=O)Nc1ccccc1C(F)(F)F | 2 | -14% | -4% |
| CCCCCC(=O)N1C[C@@H](n2cc(-c3ccc(F)cc3)nn2)[C@H](O)C[C@@H]1c1ccc(OC)cc1 | -10 | -24% | -8% |
| COc1ccc(CN2C(=O)C(CC(=O)NC3CCCC3)CC(C(=O)N(C(C)C)C(C)C)=C2C)cc1 (centres undefined) | 9 | 4% | -1% |
| Cc1cc(C(=O)CCC(=O)Nc2cccc(F)c2)c(C)s1 | -2 | -6% | 2% |
| Cc1ccc([C@H]2C[C@@H](n3cc(COC(=O)c4ccccc4)nn3)[C@H](O)CN2CC2CCCCC2)cc1 | 5 | -4% | i |
| COc1ccccc1N1CCCSC1=Nc1ccccc1 | 6 | -12% | i |
| C[C@H]1CN([C@@H](C)CO)C(=O)CCCn2cc(nn2)CO[C@@H]1CN(C)C(=O)Nc1ccc(C(F)(F)F)cc1 | -8 | -14% | 0% |
| O=C(O)c1cscc1-c1cccc2ccccc12 | 4 | 3% | -4% |
| CC(C)CC1C(=O)N(Cc2cn(Cc3ccco3)nn2)CCS(=O)(=O)N1Cc1ccc(-c2ccc(Cl)cc2)cc1 (centres undefined) | -1 | -19% | -2% |
| CC1=C(C(=O)Nc2cccc(C(=O)NCC(C)c3ccccc3)c2)SCCO1 (centres undefined) | -3 | -10% | -8% |
| CCN(CC)C(=O)C1=C(C)N(Cc2ccccc2)C(=O)C(CC(=O)NCCCCc2ccccc2)C1 (centres undefined) | 4 | -17% | -1% |
| Cc1ccc(S(=O)(=O)CCC(=O)OCC(=O)Nc2cccc(S(=O)(=O)N3CCCCC3)c2)cc1 | 6 | -2% | -1% |
| CCCCn1c(N)c(N(CC(C)C)C(=O)CCN2C(=O)C3CC=CCC3C2=O)c(=O)[nH]c1=O (centres undefined) | -1 | -4% | i |
| CCOc1ccccc1N1CCN(CC(=O)N(C)CC(=O)Nc2ccccc2CC)CC1 | 2 | -3% | -6% |
| COc1ccc(C(=O)OCc2cc(=O)oc3cc(C)ccc23)cc1S(=O)(=O)N1CCOCC1 | 8 | 2% | -7% |

New compounds follow:
| SMILES | RXFP1 antagonist | POLH inh | PGK inhibitor |
| --- | --- | --- | --- |
| COc1ccc2c(c1)c1c(c(=O)n(-c3ccc(C)cc3)c(=O)n1CC(=O)NCC1CCCO1)n2C (centres undefined) | 3 | -1% | 9% |
| CC(C)C1C(=O)N(Cc2cn(CC3CCCCC3)nn2)CCS(=O)(=O)N1Cc1ccc(-c2cccc(CO)c2)cc1 (centres undefined) | 4 | -8% | -9% |
| CC(=O)Nc1nc(-c2ccc(-c3ccccc3)cc2)cs1 | -2 | 3% | 1% |
| CC(C)NC(=O)N(C)C[C@H]1Oc2cc(C#Cc3ccc(F)cc3)ccc2S(=O)(=O)N([C@H](C)CO)C[C@H]1C | -8 | -11% | 10% |
| CCCOc1ccccc1NC(=O)/C=C/c1ccc(OC)c(S(=O)(=O)N2CCOCC2)c1 | -2 | -7% | 0% |
| C[C@@H]1CN([C@H](C)CO)C(=O)CCCn2nncc2CO[C@H]1CN(C)C(=O)Nc1cccc2ccccc12 | 8 | -19% | -3% |
| Cc1ccc(NC(=O)c2ccco2)cc1 | -10 | -13% | 4% |
| O=C1NC(=O)C2(CCCc3c([N+](=O)[O-])cccc32)N1 (centres undefined) | 12 | -6% | 0% |
| COc1ccc(CN(C)C(=O)C(Cc2ccccc2)NC(=O)c2ccccc2)c(OC)c1OC (centres undefined) | 3 | -9% | i |
| CCCCCCN1C[C@@H](O)[C@H](n2cc(COC(=O)c3ccccc3)nn2)C[C@@H]1c1ccc(C)cc1 | -2 | -25% | -9% |
| NC(=O)C1CCN(C(=O)c2ccc(NS(=O)(=O)/C=C/c3ccccc3)cc2)CC1 | -7 | -4% | -1% |
| C[C@@H]1CN([C@@H](C)CO)C(=O)CCCn2nncc2CO[C@@H]1CN(C)S(=O)(=O)c1ccc(Oc2ccccc2)cc1 | 6 | -22% | -8% |
| COc1ccc(OC)c(NC(=O)CCNC(=O)N2CC(=O)Nc3ccccc32)c1 | -14 | ? | 7% |
| C[C@@H]1CN([C@H](C)CO)C(=O)CCCn2nncc2CO[C@@H]1CN(C)S(=O)(=O)c1ccccc1 | 0 | -8% | -2% |
| C#CCN(C[C@@H]1[C@@H](OC(=O)NCc2ccc(OC)c(OC)c2)[C@@H](OC(=O)NCc2ccc(OC)c(OC)c2)CN(C(=O)OC(C)C)N1C(=O)OC(C)C)S(=O)(=O)c1ccc(C)cc1 | 5 | -21% | 4% |

Next section:
| SMILES | RXFP1 antagonist | POLH inh | PGK inhibitor |
| --- | --- | --- | --- |
| CN1OC[C@@H]2CN(C(=O)C(C)(C)C)[C@H](c3cccc(Oc4ccccc4)c3)C[C@@H]21 | -4 | -2% | -4% |
| C[C@H]1CN([C@@H](C)CO)C(=O)c2cc(Br)cnc2O[C@@H]1CN(C)C(=O)NC1CCCCC1 | -15 | -3% | -9% |
| O=C(NC1CCC1)C1CCC(=O)N(Cc2ccc(Cl)cc2)C1 (centres undefined) | -2 | -13% | -8% |
| COc1cccc(C2CC(=O)Nc3cc(C)c(C)cc32)c1 (centres undefined) | -10 | -5% | -4% |
| O=C(NC(=S)Nc1cccnc1)c1cccc(Cl)c1 | -3 | -14% | -11% |
| Cc1ccn2c(Cc3ccccc3)c(-c3ccc(F)cc3)nc2c1 | -10 | -24% | -8% |
| CCN(CC)S(=O)(=O)c1ccc(C(=O)NC(=S)N2CCN(c3ccccc3O)CC2)cc1 | -5 | -16% | 2% |
| CCn1c(SCC(=O)N(C)c2c(N)n(Cc3ccccc3)c(=O)[nH]c2=O)nnc1-c1cccs1 | 1 | -1% | 0% |
| COc1cccc(/C=C/C(=O)OCC(=O)NC2CCCCCC2)c1 | 0 | -2% | -3% |
| C[C@@H]1CN([C@@H](C)CO)S(=O)(=O)c2ccc(-c3cccc(C#N)c3)cc2O[C@@H]1CN(C)C(=O)c1ccc(F)cc1 | 5 | -9% | -3% |
| O=C(CSc1nnc2n1CCCCC2)NCc1ccccc1 | 2 | -8% | i |
| CC1=C(C(=O)N(C)C)CC(CC(=O)NCCCCc2ccccc2)C(=O)N1Cc1ccc(C(C)(C)C)cc1 (centres undefined) | -9 | -10% | -7% |
| C[C@H](CO)N1C[C@H](C)[C@@H](CN(C)C(=O)C2CCOCC2)Oc2ncc(Br)cc2C1=O | -3 | -24% | 8% |
| Cc1cccc(NC(=O)c2ncn3c2C(=O)NC[C@@H]3C)c1 | -1 | -7% | 6% |
| CC(=NNC(=S)Nc1ccccc1)c1ccccn1 | -5 | -13% | -6% |

Continued.
| SMILES | RXFP1 antagonist | POLH inh | PGK inhibitor |
| --- | --- | --- | --- |
| OC(CNC1CCCCC1)CON=C1CCSc2c(Cl)cccc21 (centres undefined) | ? | -15% | 2% |
| C[C@H]1CN([C@@H](C)CO)C(=O)c2cc(Br)cnc2O[C@H]1CN(C)C(=O)C1CC1 | -3 | -20% | 9% |
| CC1(C)OCC(N)(CO)CO1 | 11 | -2% | -11% |
| O=C(CCc1ccc(O)cc1)NN=Cc1cc(Br)ccc1O | -1 | 2% | -3% |
| O=C(CNc1cccc(Br)c1)Nc1ccc(S(=O)(=O)N2CCCCC2)cc1 | -4 | -12% | -9% |
| C[C@H](CO)N1C[C@H](C)[C@@H](CN(C)C(=O)c2cnccn2)Oc2cc(C#CCC3CCCC3)ccc2S1(=O)=O | -6 | -11% | -5% |
| Cc1ccc(C(=O)Nc2ccncc2)cc1S(=O)(=O)N1CCCCC1 | 1 | -2% | 6% |
| COc1ccc(NC(C)=O)cc1NC(=O)c1c(C)noc1C | 2 | -17% | 7% |
| COCC(=O)Nc1ccc2c(c1)[C@@H]1C[C@H](CC(=O)NCc3ccccc3)O[C@@H](CO)[C@@H]1O2 | -3 | -5% | 9% |
| COc1cc(/C=C/C(=O)OCC(=O)Nc2ccc3[nH]c(=O)[nH]c3c2)ccc1OC(F)F | -3 | -20% | -1% |
| CCCc1c(C(=O)N/N=C(\C)c2ccc(CC(C)C)cc2)nnn1-c1nonc1N | -4 | -10% | -5% |
| CC(=O)c1ccc(OCC(=O)Nc2ccc3c(c2)OCO3)cc1 | 6 | -11% | -2% |

Some entries already given, limited to PGK inhibitor.
smiles | PGK inhibitor
COc1cc(/C=C/C(=O)OCC(=O)Nc2ccc3[nH]c(=O)[nH]c3c2)ccc1OC(F)F | -1%
CCCc1c(C(=O)N/N=C(\C)c2ccc(CC(C)C)cc2)nnn1-c1nonc1N | -5%
CC(=O)c1ccc(OCC(=O)Nc2ccc3c(c2)OCO3)cc1 | -2%
